Compound activity: PubChem BioAssay, National Center for Advancing Translational Sciences (NCATS)
GLS inh – inhibitors of human glutaminase (GLS). Potency, µM (top dose mostly 45.5 µM), inactives show at the top dose activity change, negative = inhibition, most hits filed as inhibitors. 410,000 compounds, 0.21% hits. O94925. GLS enzymatic activity, qHTS titration; also: % is scaled to controls: 0 for no effect and ±100 for the full control effect
Target sequence (O94925 whole entry, looked up): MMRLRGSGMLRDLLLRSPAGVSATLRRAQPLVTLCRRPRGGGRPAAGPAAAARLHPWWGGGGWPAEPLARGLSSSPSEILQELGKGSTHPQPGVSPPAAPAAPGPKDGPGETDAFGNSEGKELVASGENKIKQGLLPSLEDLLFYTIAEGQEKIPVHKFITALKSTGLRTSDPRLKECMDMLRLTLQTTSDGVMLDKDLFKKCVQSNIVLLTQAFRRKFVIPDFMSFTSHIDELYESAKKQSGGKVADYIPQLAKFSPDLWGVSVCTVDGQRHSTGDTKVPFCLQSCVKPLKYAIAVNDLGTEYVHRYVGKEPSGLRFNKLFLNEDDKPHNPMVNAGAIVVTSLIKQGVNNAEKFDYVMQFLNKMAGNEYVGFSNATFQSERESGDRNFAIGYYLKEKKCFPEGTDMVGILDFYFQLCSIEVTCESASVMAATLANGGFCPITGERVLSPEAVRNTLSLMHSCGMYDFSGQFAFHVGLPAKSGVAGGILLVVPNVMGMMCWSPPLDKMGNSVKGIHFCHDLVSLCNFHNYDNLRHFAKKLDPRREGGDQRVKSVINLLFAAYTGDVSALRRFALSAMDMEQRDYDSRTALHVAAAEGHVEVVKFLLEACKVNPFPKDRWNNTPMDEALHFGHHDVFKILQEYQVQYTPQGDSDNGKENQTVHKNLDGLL
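Human kidney-isoform GLS in 45 mM KH2PO4 pH 8.2, 0.02% Tween-20, with compound, started with 1mM L-Glutamine (added stock). Glutamate oxidase/HRP/Amplex red coupled fluorescence read at start and after 30 min at RT.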
G9a block – inhibitors of human histone lysine methyltransferase G9a; 350,000 compounds, 8.8% hits; G9a H3K9 monomethylation, AlphaScreen, 2 h; Q96KQ7; Potency, µM (top dose mostly 102 µM), for inactives: at the highest dose activity, negative = inhibition, most hits filed as inhibitors; also: % is scaled to controls: 0 for no effect and ±100 for the full control effect; nearly all actives have a fitted effect of over 75% in size
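Step 1: enzyme (final 20 nM) with compound, 15 min RT. Step 2: substrate peptide 500 nM and SAM 20 uM, 2 h RT. Step 3: anti-H3K9me1 antibody and AlphaScreen beads, 10 min, then plate read.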
JMJD2A Tudor inh – blocks the human JMJD2A Tudor domain; O75164; AlphaScreen JMJD2A-Tudor / H3K4me3 peptide binding; Potency, µM (top dose mostly 114 µM), without a hit: at the top dose activity change, negative = inhibition, usual class: inhibitors; 390,000 compounds, 4.4% hits; AID 504339; also: % is scaled to controls: 0 for no effect and ±100 for the full control effect; nearly all actives have a fitted effect of over 50% in size
Pol iota inh – inhibitors of human DNA polymerase iota; Q9UNA4; Pol iota fluorescent replication assay, 10 min; Potency, µM (highest dose often 115 µM), without a hit: top-dose activity, negative = inhibition, hits mostly inhibitors; 390,000 compounds, 1% hits; AID 588590
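Fluorescent replication assay read twice, at 0 min and 10 min after adding 50 nM (final) substrate. Enzyme (10 nM) and compounds were first incubated 15 min at room temperature; enzyme-free buffer wells were negative controls.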
PGK inhibitor – T. brucei PGK inhibition; P07378; PGK/GAPDH coupled, Kinase-Glo luminescence, 60 min; Potency, µM (series often up to 57.5 µM), inactives show at the highest dose activity change, negative = inhibition, actives largely listed as inhibitors; 380,000 compounds, 0.043% hits; AID 602233; also: % is scaled to controls: 0 for no effect and ±100 for the full control effect; nearly all actives have a fitted effect of over 60% in size
Target sequence (P07378 whole entry, looked up): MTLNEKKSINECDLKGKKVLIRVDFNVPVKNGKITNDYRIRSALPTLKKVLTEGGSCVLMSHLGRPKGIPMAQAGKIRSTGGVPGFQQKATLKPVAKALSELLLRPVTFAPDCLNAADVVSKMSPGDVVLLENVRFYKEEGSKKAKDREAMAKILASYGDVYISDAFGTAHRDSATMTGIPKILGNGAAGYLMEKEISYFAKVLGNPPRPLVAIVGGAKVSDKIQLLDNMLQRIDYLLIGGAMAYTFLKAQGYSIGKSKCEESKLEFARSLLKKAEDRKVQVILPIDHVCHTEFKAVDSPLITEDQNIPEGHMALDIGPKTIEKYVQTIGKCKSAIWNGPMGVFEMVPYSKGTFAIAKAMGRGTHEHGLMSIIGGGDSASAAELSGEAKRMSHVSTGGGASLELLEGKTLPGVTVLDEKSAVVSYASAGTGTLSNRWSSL
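Luminescent ATP detection (Kinase-Glo Plus) follows a 60-minute room-temperature incubation, with wells lacking PGK as controls. Buffer: 100 mM TEA (pH 7.6), 5 mM MgCl2, 0.01% Tween-20. Coupling enzyme GAPDH (100 nM final) supplies unstable 1,3-BPG in-well.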
BAZ2B inh – BAZ2B (human) inhibition | Potency, µM (titrated, usually from 114 µM), for inactives: top-dose activity change, negative = inhibition, most hits filed as inhibitors | AlphaScreen BAZ2B-H3K14Ac peptide displacement | AID 504333 | 360,000 compounds, 4.4% hits; also: % is scaled to controls: 0 for no effect and ±100 for the full control effect; nearly all actives have a fitted effect of over 60% in size
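Inhibition is scored as reduced AlphaScreen emission. The BAZ2B/b-H3(5-23)K14Ac complex (50 nM each) in PBS pH 7.4, 0.01% Tween-20 meets compound (up to 110 uM) for 30 min at RT before bead addition.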
Pin1 inh – human Pin1 inhibition. Pin1 FP peptide displacement, HiFluor488, 10 min. 390,000 compounds, 0.009% hits. Potency, µM (top dose mostly 115 µM), inactives show at the top dose activity, negative = inhibition, actives largely listed as inhibitors. Q13526. AID 504891; active = well fitted inhibition curve with a large enough effect in the polarisation, with a control signal flat, not every such curve was filed as active; inconclusive = small, poorly fitted or top-dose-only effect, or effect the other way, or a change in a side signal; inactive = no such curve, though single readings can be large or run the other way; the % refers to the polarisation; also: % is scaled to controls: 0 for no effect and ±100 for the full control effect
BLM inh – Bloom syndrome helicase (human) inhibition | recombinant BLM DNA unwinding, fluorescence dequenching | 350,000 compounds, 0.2% hits | P54132 | Potency, µM (highest dose often 56.1 µM), for inactives: at the highest dose activity change, negative = inhibition, actives largely listed as inhibitors;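 also: plate controls were vehicle for no effect and no enzyme for full effect; nearly all actives have a fitted effect of over 35% in size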
HP1b chromo inh – blocks HP1-beta chromodomain binding to methylated histone tails | P83916 | AlphaScreen HP1-beta / biotin-H3K9me3 peptide binding | Potency, µM (doses to about 114 µM), for inactives: top-dose activity change, negative = inhibition, usual class: inhibitors | 390,000 compounds, 0.56% hits | AID 540317; also: nearly all actives have a fitted effect of over 70% in size; inactives centre near 23
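Compound inhibition of the preformed complex between 50 nM HP1-beta and 50 nM biotinylated H3K9me3 peptide was read by AlphaScreen. Buffer was PBS pH 7.4 with 0.01% Tween-20. Incubations ran 30 min at room temperature, with 10 ug/mL donor/acceptor beads.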
Active calls of the source: *; [ ] = dose if it differs, or a comment. Unless noted, calls follow the shape of the dose curve; as a rule, active = well fitted curve in the direction sought with a large enough effect; inconclusive = small, poorly fitted or top-dose-only effect, or another doubt; inactive = no such curve, though single readings can be large; an effect the other way counts as inactive or inconclusive. Potency is read from the fitted curve at half-maximal effect.

How did Cc1ccccc1C(=O)NCC(=O)OC1CCCCC1=O (stereo not given) do in these assays?
GLS inh: 2%; G9a block: -9%; JMJD2A Tudor inh: -10%; Pol iota inh: 4%; PGK inhibitor: -7%; BAZ2B inh: 5%; Pin1 inh: -4%; HP1b chromo inh: 6%

Results for Cc1nc2ccc(-c3nc4cc(N)ccc4o3)cc2[nH]1 ?
GLS inh: 51%[activator]; G9a block: 5%[59 µM]; JMJD2A Tudor inh: -26%; Pol iota inh: 3%; PGK inhibitor: -7%; BAZ2B inh: 8%; Pin1 inh: -15%; BLM inh: 6%; HP1b chromo inh: 42%[activator]

How did C/C(=N/Nc1cc(-c2ccccc2)nc(-c2ccccc2)n1)c1ccc(O)cc1 do in these assays?
GLS inh: 13%; G9a block: -17%[59 µM]; JMJD2A Tudor inh: -33%; Pol iota inh: -3%; PGK inhibitor: 4%; BAZ2B inh: -36%; Pin1 inh: 5%; BLM inh: -12%; HP1b chromo inh: 6%

How did N#Cc1c(NC(=O)COC(=O)c2ccc(O)cc2O)sc2c1CCC2 do in these assays?
GLS inh: inconclusive; G9a block: inconclusive; JMJD2A Tudor inh: -35%; Pol iota inh: inconclusive; PGK inhibitor: -17%; BAZ2B inh: -31%; Pin1 inh: -1%; HP1b chromo inh: -15%

Results for O=C(Cn1cc([N+](=O)[O-])cn1)Nc1ccccn1 ?
GLS inh: -3%; G9a block: -4%; JMJD2A Tudor inh: -6%; Pol iota inh: inconclusive; PGK inhibitor: -6%; BAZ2B inh: 0%; Pin1 inh: 2%; BLM inh: -4%; HP1b chromo inh: 9%

What do the screens show for `CCOC(=O)CN1C(=O)CC(c2ccccc2)C1=O` (stereo not given)?
GLS inh: 2%; G9a block: -9%; JMJD2A Tudor inh: -8%; Pol iota inh: 75%[activator]; PGK inhibitor: -5%; BAZ2B inh: -4%; Pin1 inh: 0%; BLM inh: 0%; HP1b chromo inh: 54%[activator]

Results for CCOc1ccccc1Nc1nc(N)nc(CSc2nncn2C)n1 ?
GLS inh: -3%; G9a block: -22%[12.7 µM]; JMJD2A Tudor inh: -1%; Pol iota inh: -4%[58.9 µM]; PGK inhibitor: -2%; BAZ2B inh: 2%; Pin1 inh: -4%; BLM inh: 4%; HP1b chromo inh: 14%

How did Cc1ccc(NC(=O)Cn2c(=O)n(CCCCC(=O)NCc3ccccc3Cl)c(=O)c3ccccc32)cc1 do in these assays?
GLS inh: -11%; G9a block: 1%[59 µM]; JMJD2A Tudor inh: 2%; Pol iota inh: 31%[activator]; PGK inhibitor: -6%; BAZ2B inh: 2%; Pin1 inh: inconclusive; BLM inh: -2%; HP1b chromo inh: 32%

What do the screens show for `O=c1c([N+](=O)[O-])c(O)c2cccc3c2n1CCC3`?
GLS inh: -20%; G9a block: 79µM*; JMJD2A Tudor inh: inconclusive; Pol iota inh: -86%; PGK inhibitor: -4%; BAZ2B inh: inconclusive; Pin1 inh: -26%; BLM inh: -1%; HP1b chromo inh: 35%

How did C=C(CCO)C1=CCN(S(=O)C(C)(C)C)[C@H]1CCO (stereo not given in full) do in these assays?
GLS inh: 0%; JMJD2A Tudor inh: -10%; Pol iota inh: -10%; PGK inhibitor: 3%; Pin1 inh: 1%; HP1b chromo inh: 51%

What do the screens show for `CCOc1ccc(C(=O)Nc2nnn(CC)n2)cc1`?
GLS inh: 7%; G9a block: -1%; JMJD2A Tudor inh: -5%; Pol iota inh: 15%; PGK inhibitor: -3%; BAZ2B inh: 1%; Pin1 inh: -3%; BLM inh: -4%; HP1b chromo inh: 40%[activator]

Results for O=c1c(-c2ccc(Cl)cc2)c[nH]n1-c1ccccc1 ?
GLS inh: 5%; G9a block: 11%[2.33 µM]; JMJD2A Tudor inh: -16%; Pol iota inh: inconclusive; BAZ2B inh: 8%; Pin1 inh: 5%; BLM inh: -10%; HP1b chromo inh: 25%

What do the screens show for `COc1ccc(CNC(=O)C(=O)c2cn(CC(=O)N3CCCC3)c3ccccc23)cc1`?
GLS inh: -4%; G9a block: 28%; JMJD2A Tudor inh: -10%; Pol iota inh: 50%[activator]; PGK inhibitor: -3%; BAZ2B inh: -23%; Pin1 inh: -2%; BLM inh: -7%; HP1b chromo inh: 29%

Results for CCCn1c(=O)c2ccccc2n2c(SCC(=O)NCc3cccs3)nnc12 ?
GLS inh: 13%; G9a block: inconclusive; JMJD2A Tudor inh: 25µM*; Pol iota inh: 11%; PGK inhibitor: -4%; BAZ2B inh: -1%; Pin1 inh: 3%; BLM inh: 0%; HP1b chromo inh: 2%

Results for Cc1ccc(C)c(SCC(=O)Nc2cccnc2Cl)c1 ?
GLS inh: 5%; G9a block: 26%; JMJD2A Tudor inh: 15%; Pol iota inh: 13%; PGK inhibitor: -3%; BAZ2B inh: 7%; Pin1 inh: -6%; BLM inh: -2%; HP1b chromo inh: 63%[activator]

How did OCC1(Cc2ccccc2F)CCCN(CC2CCCCC2)C1 (stereo not given) do in these assays?
GLS inh: -13%; G9a block: 6%[0.501 µM]; JMJD2A Tudor inh: -7%; Pol iota inh: 5%; PGK inhibitor: -5%; BAZ2B inh: -3%; Pin1 inh: -2%; BLM inh: -4%; HP1b chromo inh: 54%[activator]

How did COc1ccc(/C=N/NC(=O)CCN2CCN(c3ccccc3)CC2)c(OC)c1OC do in these assays?
GLS inh: -7%; G9a block: 6%; JMJD2A Tudor inh: -18%; Pol iota inh: 4%; PGK inhibitor: 2%; BAZ2B inh: 8%; Pin1 inh: -3%; BLM inh: -9%; HP1b chromo inh: 19%

Results for COc1ccc(-c2cc(C(=O)Nc3c(C(=O)c4ccc(C)cc4)oc4ccccc34)no2)cc1 ?
GLS inh: 1%; G9a block: 0%[59 µM]; JMJD2A Tudor inh: -7%; Pol iota inh: 50%[activator]; PGK inhibitor: -2%; BAZ2B inh: 1%; Pin1 inh: -3%; BLM inh: -1%; HP1b chromo inh: 14%

Results for Cc1ccc(C(=O)NCc2ccc(N3CCN(C(=O)OC(C)(C)C)CC3)cc2)cc1 ?
GLS inh: -4%; G9a block: 0%; JMJD2A Tudor inh: -1%; Pol iota inh: -5%; PGK inhibitor: -6%; BAZ2B inh: 6%; Pin1 inh: 6%; BLM inh: -3%; HP1b chromo inh: 25%

How did Cn1c(CO)cnc1SCc1c(Cl)cccc1Cl do in these assays?
GLS inh: -1%; G9a block: -29%; JMJD2A Tudor inh: -10%; Pol iota inh: 3%; PGK inhibitor: inactive; BAZ2B inh: -2%; Pin1 inh: -1%; BLM inh: 1%; HP1b chromo inh: 36%

Results for O=C(CNCCO)N1N=C(c2cccs2)CC1c1cccs1 (stereo not given) ?
GLS inh: 3%; JMJD2A Tudor inh: -9%; Pol iota inh: 12%; PGK inhibitor: -4%; BAZ2B inh: inconclusive; Pin1 inh: -1%; BLM inh: -1%; HP1b chromo inh: 55%[activator]

How did COc1ccc(C(C(=O)NC2CCCC2)N(C(=O)c2snc(C(N)=O)c2N)c2ccccc2OC)cc1OC (stereo not given) do in these assays?
GLS inh: -28%; G9a block: -12%; JMJD2A Tudor inh: -5%; Pol iota inh: 3%; PGK inhibitor: 2%; BAZ2B inh: -1%; Pin1 inh: 1%; BLM inh: -9%; HP1b chromo inh: 53%[activator]

Results for Cc1cnc(NC(=O)CSc2nnc(-c3ccncc3)n2C2CCCCC2)s1 ?
GLS inh: 0%; G9a block: -9%[12.7 µM]; JMJD2A Tudor inh: -6%; Pol iota inh: -7%; PGK inhibitor: inactive; BAZ2B inh: -5%; Pin1 inh: -4%; BLM inh: -2%; HP1b chromo inh: 38%

What do the screens show for `CCc1nc2ccc(C(=O)NCc3ccc(C)o3)cc2nc1CC`?
GLS inh: 4%; G9a block: -16%; JMJD2A Tudor inh: -18%; Pol iota inh: 16%; PGK inhibitor: -5%; BAZ2B inh: -28%; Pin1 inh: -10%; BLM inh: 1%; HP1b chromo inh: 2%

What do the screens show for `N#CCC(=O)Nc1ccc(C(=O)OCC(=O)NC2CCCCCC2)cc1`?
GLS inh: -6%; G9a block: inconclusive; JMJD2A Tudor inh: -9%; Pol iota inh: 36%[activator]; PGK inhibitor: inactive; BAZ2B inh: 7%; Pin1 inh: -1%; HP1b chromo inh: 31%

How did COc1cc(NC(=O)c2cccc3c2C(=O)N(C2CCCCC2)C3)cc(OC)c1 do in these assays?
GLS inh: -1%; G9a block: -1%[59 µM]; JMJD2A Tudor inh: -16%; Pol iota inh: 9%; PGK inhibitor: -5%; Pin1 inh: 1%; BLM inh: -4%; HP1b chromo inh: 11%

Results for COC(C(=O)NNS(=O)(=O)c1ccccc1[N+](=O)[O-])c1ccccc1 (stereo not given) ?
GLS inh: -6%; G9a block: 16%; JMJD2A Tudor inh: -2%; Pol iota inh: -18%; PGK inhibitor: 10%; BAZ2B inh: -3%; Pin1 inh: 0%; BLM inh: -2%; HP1b chromo inh: 15%

What do the screens show for `Cc1onc(-c2ccc(Cl)cc2)c1-c1ccnc(SCC(=O)Nc2ccc(C(C)C)cc2)n1`?
GLS inh: 0%; G9a block: 13%; JMJD2A Tudor inh: -21%; Pol iota inh: 25%; PGK inhibitor: -7%; BAZ2B inh: 0%; Pin1 inh: 1%; BLM inh: -9%; HP1b chromo inh: 15%

Part of the list above in order of SMILES length, lowest first.
How did Cn1c(CO)cnc1SCc1c(Cl)cccc1Cl do in these assays?
GLS inh: -1%; G9a block: -29%; JMJD2A Tudor inh: -10%; Pol iota inh: 3%; PGK inhibitor: inactive; BAZ2B inh: -2%; Pin1 inh: -1%; BLM inh: 1%; HP1b chromo inh: 36%

What do the screens show for `N#CCC(=O)Nc1ccc(C(=O)OCC(=O)NC2CCCCCC2)cc1`?
GLS inh: -6%; G9a block: inconclusive; JMJD2A Tudor inh: -9%; Pol iota inh: 36%[activator]; PGK inhibitor: inactive; BAZ2B inh: 7%; Pin1 inh: -1%; HP1b chromo inh: 31%

What do the screens show for `Cc1onc(-c2ccc(Cl)cc2)c1-c1ccnc(SCC(=O)Nc2ccc(C(C)C)cc2)n1`?
GLS inh: 0%; G9a block: 13%; JMJD2A Tudor inh: -21%; Pol iota inh: 25%; PGK inhibitor: -7%; BAZ2B inh: 0%; Pin1 inh: 1%; BLM inh: -9%; HP1b chromo inh: 15%

Not all compounds are listed, so the mix of outcomes need not match the whole.
